Source: PubChem BioAssay (several laboratories)
XIAP antagonists – XIAP antagonists, biochemical, IAP family, fluorescence polarization (AID 1018) | E3 ubiquitin-protein ligase XIAP (Homo sapiens) | XIAP BIR domain, fluorescence polarization peptide displacement; higher % means a stronger effect | displacement, % at 20 µM; hits with a dose series show IC50 in µM | actives 0.007% (n = 200,000); in the data active = displacement above about 50%; note: a part of the inactive calls stands beside numbers as strong as those of hits
NS5 inhibitors – Dengue-2 NS5 methyltransferase inhibitors, primary screen, biochemical, confirmation dose response (AID 588689); Genome polyprotein (Dengue virus type 2 (strain 16681-PDK53)); Dengue-2 NS5 methyltransferase capping enzyme assay, biochemical; higher % means a stronger effect; inhibition, % at 25 µM, or IC50 in µM where a hit was titrated; actives 0.3% (n = 340,000); in the data active = a potency from the dose series; inconclusive = inhibition above about 29% without an active follow-up result
Yfh1-off respiration – enhancers of respiration in Yfh1-depleted yeast, dose response, Friedreich's ataxia, plus single-dose screen (AID 1465) | actives 0.074% (n = 220,000) | one-dose fold induction at 50 µM; EC50 in µM for titrated hits | S. cerevisiae Yfh1-off respiration, WST-1 reduction, 72 h; higher fold induction means a stronger effect;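 active = fold induction of absorbance versus untreated yeast above a set limit, then at least 30% activation at any dose in follow-up; inconclusive = repeats straddling the limit, or above it without dose testing; inactive = fold induction below the set limit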;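 note: activators that raise dye reduction in frataxin-depleted yeast; strong numbers were not always called active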
UTI89 phage lysis – inhibition of K1F phage lysis, E. coli UTI89, bacterial capsule biogenesis inhibitors, alamar blue (AID 488966); one-dose inhibition, % at 100 µM; IC50 in µM for titrated hits; actives 0.02% (n = 340,000); E. coli UTI89 K1F phage lysis, alamar blue, 2 h; higher % means a stronger effect;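 active = phage lysis inhibition, versus mean bacterial control, above a set limit; inconclusive = no clear call, values can overlap the other calls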;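 note: capsule biogenesis inhibitors block K1F phage lysis so surviving cells raise fluorescence; higher fluorescence means more inhibition of phage lysis; actives were called in the ten point dose series up to 300 µM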
WT yeast gro inh – growth inhibition of WT strain, primary screen, mitochondrial fusion inhibitor project, WT and mutant strains, chemical genetic | mitochondrial fusion phenotypic screen | actives 2.1% (n = 190,000) | inhibition, % at 10 µM; in the data active = inhibition above about 58%; tested in S. cerevisiae
RSV CPE inhibition – RSV antiviral activity via CPE protection, HEp-2 cells, primary 10 µM value included (AID 2391). actives 0.13% (n = 310,000). HEp-2 cells, RSV-induced CPE inhibition; higher % means a stronger effect. CPE inhibition, % at 10 µM, or IC50 in µM where a hit was titrated; in the data active = a potency from the dose series; inconclusive = CPE inhibition mostly from about 23% at the one dose, without a potency; inactive = the rest, 99 in 100 with CPE inhibition below about 21%; note: strong numbers were not always called active
ER stress rescue – rescue of cells from ER stress-induced death, primary screen, 384-well, CSM14.1, thapsigargin, ATP luminescence (AID 1222) | CSM14.1 thapsigargin-induced death rescue, ATP luminescence; higher % means a stronger effect | 190,000 tested, under 10 active | cellular ATP content (survival), % at 20 µM; hits with a dose series show EC50 in µM;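 active = EC50 below 50 µM in the dose-response confirmation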;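 note: death triggered by thapsigargin at about 15 µM added after 2 h compound pretreatment; cell ATP read after overnight thapsigargin exposure of roughly 18 to 22 hours; normalized against plate controls of thapsigargin alone and 5% DMSO vehicle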
West Nile virus CPE – West Nile virus antiviral activity, cell-based, CPE readout (AID 1621); West Nile virus-infected cells, CPE inhibition; higher % means a stronger effect; CPE inhibition, % at 10 µM; hits with a dose series show IC50 in µM; actives 0.02% (n = 290,000); in the data active = a potency from the dose series; inconclusive = CPE inhibition mostly from about 3.7% at the one dose, without a potency; inactive = the rest, 99 in 100 with CPE inhibition below about 2.2%; note: strong numbers were not always called active
SV40 large T antigen – SV40 large T antigen inhibitors, biochemical (AID 1903) | actives 0.39% (n = 310,000) | SV40 large T antigen ATPase/helicase inhibition assay; higher % means a stronger effect | inhibition, % at 20 µM; hits with a dose series show IC50 in µM; in the data active = a potency from the dose series; inconclusive = inhibition mostly from about 32% at the one dose, without a potency; inactive = the rest, 99 in 100 with inhibition below about 32%; note: strong numbers were not always called active
WT yeast gro inh mutant strain – recorded beside WT yeast gro inh, whose call it bears; inhibition, %; mitochondrial fusion phenotypic screen, mutant strain inhibition
An asterisk follows results filed as active; i = inactive; ? = inconclusive; / = no result given; [ ] = dose if it differs, or a comment.

SMILES	XIAP antagonists	NS5 inhibitors	Yfh1-off respiration	UTI89 phage lysis	WT yeast gro inh	WT yeast gro inh mutant strain	RSV CPE inhibition	ER stress rescue	West Nile virus CPE	SV40 large T antigen
Oc1ccc(/C=N/NC(=S)N/N=C/c2ccc(O)cc2)cc1	-8.3%	28%	i	0.1%	-43	1	-0.8%	-1.6%	0.8%	?
CC(C)OC(=O)c1cc(Cl)c(=O)n(Cc2ccc(Cl)cc2Cl)c1	/	-7%	/	0.0%	/	/	8.9%	/	-1.3%	8%
COc1cccc(-c2nc(CS(=O)(=O)CC(=O)NCCCOC(C)C)c(C)o2)c1	-2.4%	0%	i	1.9%	3	15	1.0%	2.0%	0.3%	7%
Cc1cc(C)n(S(=O)(=O)c2ccc(C)c(C)c2)n1	/	-3%	/	-1.7%	/	/	-0.2%	/	-0.3%	7%
O=C(CN1CCN(C(=O)c2ccco2)CC1)NCc1ccc(Cl)cc1	/	-4%	/	-0.3%	/	/	1.8%	/	1.2%	22%
O=C(Nc1nnc(-c2ccc(Br)cc2)o1)c1ccco1	/	-11%	/	1.5%[50 µM]	/	/	-0.7%	/	/	14%
Cc1cccc2cc(C#N)c(N3CCC(O)CC3)nc12	-4.4%	31%	i	-0.2%	-8	3	1.3%	-0.2%	0.1%	6%
Cc1ccc(C(C(=O)NC2CCCCC2)N(Cc2ccccc2)C(=O)Cc2c[nH]c3ccccc23)o1 (stereo unspecified)	1.8%	-9%	i	6.5%	36	-2	17%	3.1%	?	13%
COC(=O)c1cc(N2CCN(C)CC2)nc2ccccc12	0.6%	?	i	0.3%	1	1	-0.5%	-0.4%	0.2%	-1%
COc1ccccc1NC(=O)N1CCCC1C(=O)NCc1cccs1 (stereo unspecified)	/	-10%	/	0.2%	/	/	-0.2%	/	-0.6%	-2%
CS(=O)(=O)c1ccc(CNC(=O)[C@]2(C(F)(F)F)C[C@H](CCc3ccccc3)CCCO2)cc1	/	-8%	i	-1.2%	/	/	1.8%	/	-0.6%	17%
Cc1nn(C)c(C)c1CNC(=O)Nc1ccc(Cl)cc1	-9.7%	-7%	i	0.0%	-14	-19	2.0%	-5.2%	-0.8%	-2%
c1ccc(Cn2cc(CSc3ccccc3)nn2)cc1	/	-3%	i	1.3%	/	/	-0.8%	/	-0.1%	11%
CCN=C1S/C(=C\c2ccc(Sc3ccc(Cl)cc3)o2)C(=O)N1CC	1.3%	3%	i	0.8%	11	8	0.0%	-1.5%	-0.2%	4%
Cc1ccc(-c2nnc(OCC3CCCO3)c3ccccc23)cc1 (stereo unspecified)	-3.3%	4%	i	0.1%	11	3	2.5%	5.7%	-1.8%	0%
COc1ccc(CC(NC(C)=O)C(=O)NC2CCN(c3c(Cc4ccccc4)c(C)nc4ncnn34)CC2)c(OC)c1 (stereo unspecified)	-4.7%	-6%	i	0.3%	-14	-10	0.3%	1.9%	0.8%	23%
CCOc1ccc(NC(=O)c2ccc(NC(=O)CSc3nc4ccccc4c(=O)[nH]3)cc2)cc1	-5.4%	0%	i	0.5%	-13	-2	0.3%	-0.4%	-0.7%	10%
CC(Oc1cc2oc(=O)c3c(c2cc1Cl)CCC3)C(=O)NCc1ccncc1 (stereo unspecified)	/	-5%	/	0.4%	/	/	20%	/	-0.6%	8%
CCOC(=O)N1CCN(C(=O)C2CCN(S(=O)(=O)c3ccc(C)cc3)CC2)CC1	-4.0%	1%	i	0.1%	-2	-10	0.2%	2.6%	-1.0%	7%
CCOc1cc(S(=O)(=O)NCc2ccccn2)ccc1Cl	-7.2%	1%	i	1.9%[50 µM]	2	3	1.0%	-4.0%	1.0%	4%
CCOC(=O)c1cc(NC(=O)Cc2ccc(S(=O)(=O)N3CCOCC3)s2)cc(C(=O)OCC)c1	/	-4%	/	-0.3%[50 µM]	/	/	6.5%	/	/	5%
Cc1c(N=Cc2nc3ccccc3n2C)c(=O)n(-c2ccccc2)n1C	-2.2%	3%	i	0.8%	-1	-18	0.5%	0.6%	-0.2%	7%
CCN(Cc1ccccc1)C(=O)CCS(=O)(=O)c1ccc2c(c1)NC(=O)CO2	/	2%	/	-0.1%	/	/	1.3%	/	-0.4%	7%
Cc1cc(C(=O)OCC(=O)Nc2ccccc2)c(C)o1	-3.2%	-1%	i	1.4%	3	7	3.3%	-0.2%	0.4%	-3%
Cc1ccc(CNC(=O)c2nc3nc(C)cc(C)n3n2)cc1	-6.0%	-3%	i	0.3%	/	/	0.2%	-1.9%	0.3%	1%
Remaining list, next part.
SMILES	XIAP antagonists	NS5 inhibitors	Yfh1-off respiration	UTI89 phage lysis	WT yeast gro inh	WT yeast gro inh mutant strain	RSV CPE inhibition	ER stress rescue	West Nile virus CPE	SV40 large T antigen
CCn1cc(/C=C2/SC(=S)NC2=O)c(C)n1	-3.8%	-4%	i	-3.9%	-7	-15	2.7%	1.1%	0.0%	6%
O=C(CN1C2CCC1CC(NC(=O)C1CC1)C2)NCc1ccccc1 (stereo unspecified)	4.7%	-2%	i	2.2%	9	18	0.7%	2.3%	1.0%	3%
Cc1cccc(N(C(=O)CNC(=O)c2ccco2)C(C(=O)NC2CCCC2)c2ccncc2)c1 (stereo unspecified)	-13%	-3%	i	-0.1%	-6	3	1.8%	-1.2%	-0.2%	23%
C=C(C)COc1ccc2c(C)c(CC(=O)OC)c(=O)oc2c1C	-7.2%	-7%	i	-0.5%	5	13	9.8%	/	-0.2%	4%
Cc1ccnc(NC(=O)Nc2cccc(F)c2)n1	-8.7%	-12%	i	0.2%	-1	8	2.2%	-0.1%	1.0%	8%
CCC(Sc1nc2ccccc2c(=O)[nH]1)C(=O)Nc1ccc(C(C)=O)cc1 (stereo unspecified)	-4.2%	/	i	0.0%	-7	-16	2.1%	1.8%	-0.3%	2%
NS(=O)(=O)c1ccc(N=Nc2c[nH]c(=O)c(O)c2)cc1	/	?	?	-0.3%	/	/	0.5%	/	0.4%	27µM*
CS(=O)(=O)N(CC(=O)NCCSc1ccc(Cl)cc1)c1ccc2c(c1)OCO2	-1.0%	-3%	i	5.0%	12	2	-0.1%	-2.8%	-0.2%	0%
Cc1ccc(C2=NS(=O)(=O)N(C)C(C(=O)NC3CCCC3)=C2)cc1	/	-3%	/	?	/	/	2.5%	/	-0.9%	16%
COc1ccccc1CO/N=C/NC(=O)c1c(OC)ccnc1Oc1ccc(F)cc1	-8.8%	-3%	i	3.4%	4	-10	0.5%	1.4%	0.0%	-12%
COc1ccc(OC)c(NC(=S)NCc2ccco2)c1	/	-5%	i	5.7%	/	/	1.1%	/	1.2%	/
O=C(c1nc2ncccn2n1)N1CCN(c2ccccc2)CC1	-3.1%	-3%	i	-0.1%	-7	1	-0.6%	-1.8%	0.3%	7%
Cc1c(OCC(=O)NC(Cc2ccc(Cl)cc2)C(=O)O)ccc2c3c(c(=O)oc12)CCC3 (stereo unspecified)	/	-7%	/	0.4%	/	/	0.6%	/	0.7%	10%
CCn1c(CC(=O)Nc2cccc(OC)c2)nnc1SCC(=O)N1CCN(c2ccccc2)CC1	-3.4%	-7%	i	3.4%	7	20	0.2%	1.2%	-0.5%	6%
CC(=O)Nc1ccc(NC(=O)C(C)OC(=O)CNC(=O)c2cccs2)cc1 (stereo unspecified)	/	-2%	/	1.2%[50 µM]	/	/	-1.6%	/	/	8%
COCCNC(=O)C(c1ccccc1F)N(C(=O)C(=O)NC1CCCC1)C1CCCCC1 (stereo unspecified)	-0.3%	-12%	i	-0.6%	-14	-11	-0.3%	-0.7%	-0.9%	/
COc1ccc(/C=C(/NC(=O)/C=C/c2ccccc2)C(=O)NCCCCCC(=O)O)cc1	/	-2%	i	0.1%	/	/	1.3%	/	0.4%	2%
CC(C)NC(=O)N(Cc1ccc(Cl)cc1)Cc1cccs1	/	2%	i	-1.8%	/	/	0.6%	/	-1.2%	10%
CC(C)C(NC(=O)c1ccc(F)cc1)C(=O)Nc1cccnc1 (stereo unspecified)	-4.8%	-4%	i	1.0%	-10	-3	2.2%	0.2%	-0.1%	5%
OC1CN=C2CCCc3c2n(c2ccc(Cl)cc32)C1 (stereo unspecified)	-2.8%	8%	i	9.7%	5	6	2.4%	-0.4%	0.6%	51%
CC(C)CN1CCN(Cc2cccn2-c2ccccn2)CC1CCO (stereo unspecified)	-8.0%	0%	i	0.0%	13	6	0.2%	-1.5%	-0.8%	12%
CCOC(=O)/C(C#N)=C/c1cc(C)n(-c2ccc(C)cc2)c1C	-4.4%	-3%	i	2.0%	-9	-14	4.4%	-1.3%	0.9%	1%
COc1cccc(CNC(=O)Cn2nc(C)c([N+](=O)[O-])c2C)c1	/	-8%	/	-0.9%	/	/	0.8%	/	-0.1%	12%
CCOc1ccc(NC(=O)C2CCCN(S(=O)(=O)c3ccc(-n4cnnn4)cc3)C2)cc1 (stereo unspecified)	/	-2%	/	0.0%	/	/	0.8%	/	-0.6%	6%
CC(=O)c1cccc(N(C(=O)Cn2nnc3ccccc32)C(C(=O)NCC2CCCO2)c2ccc(N3CCOCC3)cc2)c1 (stereo unspecified)	-0.9%	-2%	i	0.1%	-14	-15	1.6%	2.6%	-0.1%	17%
NC1=NC(=O)/C(=C/c2cn(CCC(=O)O)nc2-c2ccc(Cl)cc2)S1	-1.0%	-14%	i	2.4%	-16	4	-0.1%	-3.1%	-0.5%	10%
Cc1ccc(Nc2nnc(SCC(=O)NC(Cc3c[nH]c4ccccc34)C(=O)O)s2)cc1 (stereo unspecified)	-3.8%	6%	i	-0.5%	-7	-9	0.2%	-1.4%	-0.6%	6%
O=C(NCCCCCCNC(=O)c1cccs1)c1cccs1	-0.5%	-3%	i	0.2%	5	13	1.1%	-0.3%	-0.7%	/
Cc1cc(CN2CCC(n3nccc3NC(=O)c3ccccc3C)CC2)n[nH]1	/	-2%	/	0.1%	/	/	0.1%	/	-0.4%	20%

Four compounds out of the list, sorted by SMILES length, descending.
SMILES	XIAP antagonists	NS5 inhibitors	Yfh1-off respiration	UTI89 phage lysis	WT yeast gro inh	WT yeast gro inh mutant strain	RSV CPE inhibition	ER stress rescue	West Nile virus CPE	SV40 large T antigen
CCOc1ccc(NC(=O)C2CCCN(S(=O)(=O)c3ccc(-n4cnnn4)cc3)C2)cc1 (stereo unspecified)	/	-2%	/	0.0%	/	/	0.8%	/	-0.6%	6%
Cc1ccc(Nc2nnc(SCC(=O)NC(Cc3c[nH]c4ccccc34)C(=O)O)s2)cc1 (stereo unspecified)	-3.8%	6%	i	-0.5%	-7	-9	0.2%	-1.4%	-0.6%	6%
COc1cccc(CNC(=O)Cn2nc(C)c([N+](=O)[O-])c2C)c1	/	-8%	/	-0.9%	/	/	0.8%	/	-0.1%	12%
CC(C)C(NC(=O)c1ccc(F)cc1)C(=O)Nc1cccnc1 (stereo unspecified)	-4.8%	-4%	i	1.0%	-10	-3	2.2%	0.2%	-0.1%	5%
